V1aR counter – counter-screen for oxytocin receptor agonists: human V1a receptor agonists. CHO-V1R cells, Fluo-8 calcium fluorescence, agonist mode; 0% DMSO, 100% 3 nM vasopressin. 320,000 compounds, 0.25% hits. P37288. activation, % at 3 µM;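 active = activation above the mean activation of all tested compounds plus 3 SD, per screening run, cut at about 20% in these data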;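 also: signal is peak over basal fluorescence ratio across a 100 second FLIPR read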
OXTR agonist – activates the human oxytocin receptor; CHO-OTR cells, Fluo-8 calcium fluorescence; normalized: DMSO 0%, oxytocin 100%; activation, % at 3 µM; 320,000 compounds, 0.32% hits;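 active = activation above the mean of all tested compounds plus 3 SD, cutoff set per screening run, cut at about 20% in these data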;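 also: peak over basal fluorescence ratio from a 100 s FLIPR kinetic read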
Target sequence (P30559 whole entry, looked up): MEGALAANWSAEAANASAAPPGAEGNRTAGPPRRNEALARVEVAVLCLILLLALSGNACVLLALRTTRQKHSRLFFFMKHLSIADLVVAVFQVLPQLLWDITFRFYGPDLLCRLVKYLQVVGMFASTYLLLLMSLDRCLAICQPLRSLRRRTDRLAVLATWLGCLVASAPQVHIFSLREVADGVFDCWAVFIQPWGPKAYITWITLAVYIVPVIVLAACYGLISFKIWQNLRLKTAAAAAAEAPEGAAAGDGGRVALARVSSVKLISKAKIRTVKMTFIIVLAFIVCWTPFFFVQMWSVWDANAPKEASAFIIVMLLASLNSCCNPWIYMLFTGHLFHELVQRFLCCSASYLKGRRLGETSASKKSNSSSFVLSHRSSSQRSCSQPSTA
GPR7 antag – antagonists of human GPR7 (neuropeptides B/W receptor 1) | GPR7-expressing cells, fluorescence antagonist assay | inhibition, % at 4.4 µM | P48145 | 290,000 compounds, 1.1% hits; in the data active = inhibition above about 16%, passing the limit was not always enough;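 also: cells stimulated with the agonist NPW; 0% = agonist with vehicle and 100% = vehicle without agonist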
MEKK2mut PB1 HTS – signal of MEK5 binding to mutant human MEKK2 PB1 domain; percent response, % at 10 µM; AID 1530; bead flow cytometry, Alexa488-MEK5 binding to MEKK2 mutant; 290,000 compounds, 0.35% hits; in the data active = percent response above about 24%, passing the limit was not always enough; also: inactives centre near 1; some results filed as inactive read as strong as hits; reference of the scale not given here
NALP1 yeast inh – NALP1 inhibition; 280,000 compounds, 0.61% hits; AID 2071; S. cerevisiae NALP1/ASC/caspase-1 growth, X-gal OD620, 72 h; inhibition, % at 10 µM; in the data active = inhibition mostly above about 24%, no sharp cut-off; inactive = mostly below about 32%; also: some compounds called inactive have numbers as strong as hits
GalR3 antagonist – human GalR3 antagonism | inhibition, % at 3 µM | HEK293 GalR3-CNG cAMP membrane potential fluorescence; galR3 body fused to GalR1 C-terminus | 360,000 compounds, 0.44% hits | O60755 | AID 651719;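 active = inhibition above the screen-wide average plus 3 SD, cut at about 13% in these data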;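 also: forskolin and galanin both at EC90 stimulate the cells; cAMP rise reported by CNG channel membrane potential dye signal; 0% = forskolin plus galanin with DMSO and 100% = forskolin alone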
Target sequence (O60755 1-299 limits assumed): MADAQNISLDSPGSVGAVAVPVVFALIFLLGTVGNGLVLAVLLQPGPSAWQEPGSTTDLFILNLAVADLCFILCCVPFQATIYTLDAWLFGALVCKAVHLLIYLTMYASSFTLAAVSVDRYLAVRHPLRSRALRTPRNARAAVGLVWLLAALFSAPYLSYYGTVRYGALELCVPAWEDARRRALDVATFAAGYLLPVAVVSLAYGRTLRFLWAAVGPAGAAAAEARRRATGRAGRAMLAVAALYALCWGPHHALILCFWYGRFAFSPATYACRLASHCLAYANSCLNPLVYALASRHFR
PHOSPHO1 block – PHOSPHO1 (human) inhibition | AID 1565 | 290,000 compounds, 1.1% hits | Q8TCT1 | recombinant PHOSPHO1, absorbance phosphatase assay | inhibition, % at 13.3 µM; in the data active = inhibition above about 60%
Target sequence (Q8TCT1 whole entry, looked up): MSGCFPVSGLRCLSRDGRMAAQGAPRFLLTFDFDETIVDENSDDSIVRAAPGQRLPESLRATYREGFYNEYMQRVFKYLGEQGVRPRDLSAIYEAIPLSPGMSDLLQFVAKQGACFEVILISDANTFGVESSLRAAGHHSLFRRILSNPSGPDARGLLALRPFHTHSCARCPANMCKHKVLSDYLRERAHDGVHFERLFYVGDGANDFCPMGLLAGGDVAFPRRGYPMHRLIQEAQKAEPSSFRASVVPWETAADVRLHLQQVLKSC
MEKK3 PB1 HTS – MEKK3-MEK5 PB1 interaction, increase or decrease; Q99759; bead-based flow cytometry, Alexa488-MEK5 binding to MEKK3; actives lie on both sides; 0 = blocked by unlabeled MEK5, 100 = vehicle; binding response (% of control), % at 10 µM; 290,000 compounds, 1.4% hits; AID 1529;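 active = binding response more than 3 SD above or below the average of its plate-row segment, actives on both sides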;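 also: Alexa488 bead fluorescence after subtracting the streptavidin-only scavenger bead signal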
MEKK2wt PB1 HTS – raises or lowers MEK5 binding to wildtype human MEKK2 PB1 domain | 290,000 compounds, 1.1% hits | AID 1531 | bead flow cytometry, Alexa488-MEK5 binding to MEKK2 WT; actives lie on both sides | binding response (% of control), % at 10 µM; in the data active = binding response below about 67% or above about 130%
Starred values were filed as active, the others as inactive; nt = no result given; [ ] = another dose, or the depositor's remark. Hits appear at their usual frequency; overall some 5.4% were active at least once.

Molecule	V1aR counter	OXTR agonist	GPR7 antag	MEKK2mut PB1 HTS	NALP1 yeast inh	GalR3 antagonist	PHOSPHO1 block	MEKK3 PB1 HTS	MEKK2wt PB1 HTS
N#Cc1c(N)n(CCNC(=O)c2ccc(Cl)cc2)c2nc3ccccc3nc12	0.6	-0.7	5.6	9.0	-17.5	-4.2	-13.2	108.0	113.0
CCCn1c(=O)[nH]c2ccccc21	2.7	-1.1	-7.0	9.0	-10.4	0.3	-30.5	100.0	97.0
CC(=O)c1cccc(N(CC(=O)NCC2CCCO2)C(=O)CCC(=O)Nc2cc(C)on2)c1 (configuration not stated)	1.3	0.5	-8.6	8.0	-23.1	0.1	8.6	103.0	108.0
CN(C)S(=O)(=O)c1ccc(C(=O)Nc2cc(S(=O)(=O)Nc3ccccc3Cl)ccc2N2CCCCC2)cc1	1.0	1.6	17.6	-3.0	22.0	0.9	1.0	94.0	94.0
COCCNC(=O)c1snc2ccc(Cl)cc12	0.8	-0.3	-2.1	-7.0	21.6	-1.3	37.9	90.0	94.0
O=C(O)c1cc(-c2ccc(Cl)cc2)n[nH]1	0.3	0.9	4.0	7.0	22.2	-1.6	52.0	104.0	104.0
O=S(=O)(c1ccc(Cl)s1)N1CCN(CCc2ccccc2)CC1	1.9	1.4	-0.3	-5.0	17.5	1.3	19.8	99.0	93.0
O=C(O)c1cc(Br)ccn1	-0.4	-0.3	-2.3	1.0	20.4	-4.0	-1.1	101.0	101.0
CCOC(=O)C1CCCN(C(=O)c2cc3nc(-c4ccc5c(c4)OCO5)cc(C(F)(F)F)n3n2)C1 (configuration not stated)	0.2	-0.2	-13.4	-5.0	-6.8	-7.2	24.2	97.0	93.0
COc1ccc2c(CC(=O)OCC(=O)NC(N)=O)coc2c1	0.6	0.1	-8.8	7.0	17.7	3.9	12.1	100.0	98.0
COc1ccc(CCN(Cc2cccs2)S(=O)(=O)c2ccc(S(=O)(=O)N3CCC(C)CC3)cc2)cc1OC	0.4	-0.5	-5.8	0.0	12.8	-4.3	-26.8	96.0	97.0
CCCc1oc2c(c(=O)c1CC)C(=O)CC(C)(C)C2	0.1	0.5	-14.0	-1.0	26.3	-4.0	10.4	101.0	98.0
COc1ccc(CC(=O)Nc2nc(-c3ccncc3)cs2)cc1	3.6	0.4	-10.2	-12.0	-0.7	-4.1	16.6	91.0	76.0
CC(=O)c1ccc(NS(=O)(=O)c2ccc(N)cc2)cc1	0.8	0.2	-2.4	1.0	-22.3	-9.9	23.4	135.0*	118.0
CCCN1CCN(CCCNC(=O)c2cc3c(=O)[nH]c4ccc(C)cc4c3s2)CC1	0.7	0.1	-16.8	-9.0	16.0	5.7	27.7	67.0*[inhibitor]	75.0
Cc1cccc(OCC(=O)Nc2ccc3c(c2)nc(CCN2CCN(c4ccccn4)CC2)n3C)c1	16.5	9.7	-10.0	3.0	15.6	-6.1	56.2	107.0	110.0
COC(=O)c1c(C)[nH]c(C)c1-c1ccccc1Cl	-0.4	-0.8	-15.4	0.0	14.8	-3.0	0.0	108.0	109.0
COC(=O)c1cccc(COC(=O)CNC(=O)c2ccco2)c1	-0.1	1.9	9.7	-7.0	-0.3	-6.8	-1.6	98.0	96.0
CC(C)Nc1nc2ccccc2c(=O)[nH]1	0.6	0.7	-12.8	11.0	14.9	-5.5	18.3	108.0	110.0
Cc1cccc(Nc2ccccc2C(=O)NCc2ccco2)c1C	-0.2	-1.2	-3.4	-1.0	4.1	-6.0	8.3	99.0	94.0

(further entries)
mol	V1aR counter	OXTR agonist	GPR7 antag	MEKK2mut PB1 HTS	NALP1 yeast inh	GalR3 antagonist	PHOSPHO1 block	MEKK3 PB1 HTS	MEKK2wt PB1 HTS
CCCCN1CC(=O)N2[C@H](c3ccc(OC)cc3)[C@@H]3C(=O)N(CC)C(=O)[C@@H]3[C@]2(C)C1=O	0.9	0.2	-6.3	11.0	20.5	nt	15.2	104.0	107.0
CCn1c(Cc2ccc(OC)cc2)nnc1SCc1nc2ccccc2c(=O)[nH]1	0.6	-0.3	-11.0	1.0	-14.6	-6.4	15.9	125.0	122.0
CC1(C)CC(O)C(CCC(O)c2ccccc2)C(C)(C)N1 (configuration not stated)	-0.5	-0.4	-11.8	1.0	-7.3	-5.5	4.9	104.0	102.0
CCCNS(=O)(=O)c1ccc2c(c1)CCCN2C(C)=O	1.9	-1.0	-7.0	7.0	3.4	-7.8	-18.2	101.0	103.0
COc1ccc(NC(=O)c2cccc(Cl)c2)c[n+]1[O-]	nt	nt	-9.9	-1.0	8.0	-10.4	nt	99.0	101.0
COc1nc(C)ccc1-c1noc(-c2cccnc2)n1	-0.2	0.1	4.3	7.0	10.4	-8.3	-2.6	105.0	109.0
Cn1nc(-c2ccccc2)c2nc3ccccc3nc21	3.7	4.2	-9.1	-1.0	8.8	-2.8	0.6	99.0	88.0
C=CCOC(=O)COc1ccc2c(C)c(CC)c(=O)oc2c1	3.2	3.4	-9.9	2.0	-8.8	11.1	-10.2	104.0	104.0
C=CCOn1c(=O)c(=O)n(OCc2ccccc2)c2ccccc21	0.9	0.0	-13.5	5.0	-10.4	-2.5	-4.1	101.0	103.0
O=C(NC1CCCC1)C(c1ccsc1)N(C(=O)Cc1cccs1)c1ccccc1 (configuration not stated)	0.2	-0.6	-7.8	nt	35.2	-0.6	-18.6	nt	nt
CC1CCCC(NC(=O)COC(=O)Cc2cn3ccsc3n2)C1C (configuration not stated)	nt	nt	-2.8	3.0	7.5	-2.3	95.8*	97.0	101.0
COc1cc(-c2nc(N)n[nH]2)cc(OC)c1OC	0.5	-0.3	-1.0	-5.0	10.1	-1.7	13.5	95.0	92.0
C=CCSc1nc2c(C(=O)OCC)nnn2c2ccccc12	nt	nt	-21.4	4.0	-33.2	-5.6	11.4	103.0	99.0
CCNC(=O)CC1C(=O)N(c2ccccc2)C(=O)N1CCc1ccc(OC)c(OC)c1 (configuration not stated)	1.0	-0.1	-2.1	6.0	-5.3	-2.7	17.5	108.0	110.0
Cc1ccc(N2CCN(C(=S)c3ccc(-c4ccccc4[N+](=O)[O-])o3)CC2)cc1	-0.6	-0.4	-8.7	-6.0	-1.9	-6.4	-73.2	98.0	95.0
Cc1cnc(C(=O)Nc2ccc(N3CCOCC3)cc2)cn1	0.5	1.1	-3.3	-13.0	21.1	-5.8	-3.2	74.0	81.0
CCCOc1ccc(Cn2c(=O)oc3ccc(C)cc32)cc1	-1.0	-2.6	-17.1	-2.0	8.4	-2.8	27.6	97.0	98.0
Cc1cc2n(n1)SC(Nc1ccc(F)cc1)N2 (configuration not stated)	1.7	3.1	-0.8	1.0	-13.9	2.1	9.2	87.0	93.0
COc1ccc2ccccc2c1CN1CCN(Cc2ccccc2)CC1	-0.2	-1.2	0.0	5.0	-1.2	-6.0	52.9	103.0	110.0
O=C(N/N=C/C=C/c1cccc([N+](=O)[O-])c1)C(O)c1ccccc1 (configuration not stated)	0.1	0.2	-2.8	-7.0	-2.1	-4.9	44.9	104.0	97.0
COc1ccccc1NC(=O)c1cc(=O)[nH]c2ccccc12	-0.5	-1.0	-5.4	0.0	21.0	-10.7	35.6	104.0	98.0
CCN(CC)CCCN1C(=O)C(O)=C(C(=O)c2ccco2)C1c1ccc(C)o1 (configuration not stated)	1.4	-0.2	-5.9	7.0	nt	-2.0	nt	105.0	113.0
Clc1ccc(CN2C3=NCCN3c3ccccc32)cc1Cl	6.3	8.2	14.9	6.0	22.1	-9.9	-10.0	104.0	121.0
N#CC(c1ccccc1)c1ccc(C(=O)c2ccc(F)cc2)cc1 (configuration not stated)	2.9	3.3	3.5	5.0	-6.1	-0.5	9.1	104.0	98.0
CCN1CCN(c2ncnc3scc(-c4ccc(C)c(C)c4)c23)CC1	-0.5	-1.4	-3.4	0.0	12.5	-8.1	1.5	102.0	101.0
CS(=O)(=O)N(CC(=O)Nc1ccc(S(=O)(=O)N2CCOCC2)cc1)c1cccc(F)c1	1.5	1.7	-11.2	0.0	-3.7	2.9	18.8	103.0	106.0
CCc1ccc(NC(=S)NC2CC3CCC(C2)N3Cc2ccco2)cc1 (configuration not stated)	2.9	1.4	-0.2	3.0	41.9	-5.9	18.0	102.0	108.0
CCOc1ccc(CCNC(=O)CN2C(=O)NC(CCSC)C2=O)cc1OCC (configuration not stated)	0.6	-0.9	-3.7	2.0	-2.3	-2.1	15.0	101.0	98.0
OC(COc1ccccc1)CN1CCC(Cc2ccccc2)CC1 (configuration not stated)	1.7	2.5	-17.7	5.0	11.0	-15.4	39.1	103.0	109.0
CCOC(=O)c1ccc(NC(=O)CCOc2ccc(C)cc2)cc1	0.2	-0.4	-5.8	-4.0	-14.2	-6.8	-26.6	99.0	98.0
CCOC(=O)N1CCN(C(=O)Nc2ccc3nc(C)c(C)nc3c2)CC1	-0.7	-0.1	2.2	3.0	18.7	-2.0	10.7	106.0	108.0
COC(=O)c1ccc2nc(C(F)(F)F)[nH]c2c1	0.9	0.7	-6.4	nt	17.8	-3.7	34.6	nt	nt
COc1ccc(OC)c(/C=N/NC(=O)CNC(=O)c2ccc(S(=O)(=O)N3CCOCC3)cc2)c1	-0.2	-0.4	-11.3	-2.0	18.5	-1.2	6.3	98.0	97.0
CC1=C(C)CC(C(=O)N2CCN(Cc3ccc4c(c3)OCO4)CC2)C(C(=O)O)C1 (configuration not stated)	1.5	-0.2	-10.1	1.0	9.1	-5.3	23.6	105.0	102.0
CCOC(=O)C1=C(C)Nc2nc3ccccc3n2C1c1ccccc1 (configuration not stated)	0.1	-0.7	4.5	-2.0	9.2	-6.2	10.1	93.0	94.0
CC(=O)c1nnn(-c2nc(N)nc(N(c3ccccc3)c3ccccc3)n2)c1C	0.0	-1.2	-10.3	-3.0	8.1	-0.8	21.8	107.0	104.0

Some of the entries so far, field by field.
Molecule: CC1=C(C)CC(C(=O)N2CCN(Cc3ccc4c(c3)OCO4)CC2)C(C(=O)O)C1 (configuration not stated)
  V1aR counter: 1.5 | OXTR agonist: -0.2 | GPR7 antag: -10.1 | MEKK2mut PB1 HTS: 1.0 | NALP1 yeast inh: 9.1 | GalR3 antagonist: -5.3 | PHOSPHO1 block: 23.6 | MEKK3 PB1 HTS: 105.0 | MEKK2wt PB1 HTS: 102.0

Molecule: CCOC(=O)C1=C(C)Nc2nc3ccccc3n2C1c1ccccc1 (configuration not stated)
  V1aR counter: 0.1 | OXTR agonist: -0.7 | GPR7 antag: 4.5 | MEKK2mut PB1 HTS: -2.0 | NALP1 yeast inh: 9.2 | GalR3 antagonist: -6.2 | PHOSPHO1 block: 10.1 | MEKK3 PB1 HTS: 93.0 | MEKK2wt PB1 HTS: 94.0

Molecule: COc1ccc(OC)c(/C=N/NC(=O)CNC(=O)c2ccc(S(=O)(=O)N3CCOCC3)cc2)c1
  V1aR counter: -0.2 | OXTR agonist: -0.4 | GPR7 antag: -11.3 | MEKK2mut PB1 HTS: -2.0 | NALP1 yeast inh: 18.5 | GalR3 antagonist: -1.2 | PHOSPHO1 block: 6.3 | MEKK3 PB1 HTS: 98.0 | MEKK2wt PB1 HTS: 97.0

Molecule: CC(=O)c1nnn(-c2nc(N)nc(N(c3ccccc3)c3ccccc3)n2)c1C
  V1aR counter: 0.0 | OXTR agonist: -1.2 | GPR7 antag: -10.3 | MEKK2mut PB1 HTS: -3.0 | NALP1 yeast inh: 8.1 | GalR3 antagonist: -0.8 | PHOSPHO1 block: 21.8 | MEKK3 PB1 HTS: 107.0 | MEKK2wt PB1 HTS: 104.0

Screening results from PubChem.
